Bioassay records: PubChem, The Scripps Research Institute Molecular Screening Center
TTR transcr act = TTR transcription activation, primary screen | SH-SY5Y TTR promoter Gaussia luciferase, luminescence; 100% = recombinant luciferase protein wells | activation, % at 16.7 µM | hit rate 1.3% among 92,000 | AID 1117267;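 active = activation above the mean of all tested compounds plus 3 SD, cut at about 9.5% in these data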;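 note: cells exposed to compounds for one day before reading; 0% = median of all test compound wells on the plate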
Active calls of the source: *. A portion of the library, so the mix of outcomes need not match the whole.

TTR transcr act | molecule
2.9 | COc1cc2c3nnc(-c4ccc(F)cc4)c-3cn(Cc3ccc(C)cc3)c2cc1OC
3.0 | CC(C)(C)N(Cc1ccccc1)C(=O)c1ccc(Cl)cc1[N+](=O)[O-]
-0.1 | CN/S(=N/S(=O)(=O)c1ccccc1)c1ccc(C)cc1 (configuration not stated)
0.4 | CCOC(=O)Cc1nnc(Nc2cc(C)ccc2C)c2ccccc12
-1.9 | O=C(CSc1cccc2cccnc12)N/N=C/c1ccc(F)cc1
-0.1 | Cc1cccc(-c2noc(CCC(=O)NC3CCCCC3)n2)c1
-1.3 | O=C(COC(=O)c1ccc(S(=O)(=O)Nc2ccccc2)cc1)NCCN1C(=O)CSC1=O
1.9 | O=c1cc[nH]c2cc(Cl)ccc12
-1.4 | CCOC(=O)COc1cccc(C2NC(=O)c3ccccc3O2)c1 (configuration not stated)
-3.0 | CCCCC(=O)Nc1cccc(-c2nn3c(C)nnc3s2)c1
0.9 | COc1ccccc1CC(=O)NN1C(=O)c2ccccc2C1=O
-1.5 | COc1ccc(Cl)cc1NC(=O)C/C(C)=N/NC(=O)Cc1ccccc1
0.6 | O=C(CN(C(=O)c1ccc(Cl)cc1)C1CCCCC1)Nc1ccc(Cl)c([N+](=O)[O-])c1
-1.1 | CC(C)COc1nc2ccccc2nc1C(C#N)C(=O)NC1CCCCC1 (configuration not stated)
0.4 | Cc1onc(-c2ccccc2)c1C(=O)N/N=C/c1cc(Br)c(Br)o1
2.0 | O=C(CC1Sc2ccccc2NC1=O)Nc1cccc(C(=O)O)c1 (configuration not stated)
-1.5 | COc1cccc(-c2onc3ccc(C4(C)OCCO4)cc23)c1
1.7 | Cc1[nH]c2ccccc2c1C(=O)/C=C/c1ccccc1Cl
0.3 | CCOC(=O)c1ccc(NC(=O)CN(Cc2ccc(Cl)cc2)S(C)(=O)=O)cc1
0.2 | O=C1CC(c2ccco2)CC(O)=C1C=NCCN1CCN(C(=S)Nc2ccccc2)CC1 (configuration not stated)
-1.9 | CCCCC(=O)c1ccc(O)cc1O
-0.6 | Cc1cc(C)cc(OCc2nnc(SCC(=O)Nc3ccccc3)o2)c1
1.8 | N#CC1=C(N)OC2=C(C(=O)CCC2)C1C1C=CCCC1 (configuration not stated)
2.4 | S=C(NCCCN1CCOCC1)Nc1ccc(Cl)cc1Cl
-3.3 | Cc1nc(NCCc2ccc(S(N)(=O)=O)cc2)c2c(C)c(C)sc2n1
-2.0 | CCc1cc2c(=O)c(-c3cnn(-c4ccccc4)c3)coc2c(CN2CCOCC2)c1O
1.1 | COc1ccc(C(Nc2ccccn2)c2oc(CO)cc(=O)c2O)cc1 (configuration not stated)
0.2 | CCc1nc2ccc(C(=O)N(CC)CCN(C)C)cn2c1N(C=O)CCC(C)C
0.5 | O=S(=O)(O)CCN1CCOCC1
0.5 | COc1ccc(OCC(=O)Nc2ccc3c(c2)nc(CCN2CCC(C)CC2)n3C)cc1

By substructure, the entries above with an NH in an aromatic ring.
TTR transcr act | molecule
1.9 | O=c1cc[nH]c2cc(Cl)ccc12
1.7 | Cc1[nH]c2ccccc2c1C(=O)/C=C/c1ccccc1Cl

Going on with the list:
TTR transcr act | molecule
-1.8 | O=C(NC1CCCCCC1)c1ccc(CS(=O)Cc2ccccc2Cl)o1 (configuration not stated)
-1.0 | Cc1ccc(C(=O)Nc2ccc(C(=O)O)cc2)cc1S(=O)(=O)NCc1ccccc1
-0.7 | CCOC(=O)C1=C(c2ccccc2)NC(SCC(=O)NC2CCCCC2)=C(C#N)C1c1ccco1 (configuration not stated)
0.6 | CCOc1ccc(-c2nn(-c3ccccc3)cc2/C=C(\C#N)S(=O)(=O)c2ccccc2)cc1C
-0.1 | CCCCNC(=O)NNC(=O)COc1cc(C)cc(C)c1
0.7 | CC(C)CC(NC(=O)COc1ccccc1)C(=O)O (configuration not stated)
-1.1 | N/C(Cc1ccc([N+](=O)[O-])cc1)=N\OC(=O)Cc1ccc(Cl)cc1
-0.4 | Cc1ccc(C)c(N(CC(=O)NC2CCCCC2)C(=O)c2csnn2)c1
-0.4 | CCOc1ccc(C(=O)Nc2ccccc2OC(F)F)cc1
-0.9 | COc1ccc(S(=O)(=O)N2CCSC2)cc1C
-0.7 | CCOC(=O)[C@H]1[C@H]2COc3ccc(Br)cc3[C@@H]2N2C(=O)CN(Cc3ccc(OC)cc3)C(=O)[C@@]12C
1.5 | Cc1sc2ncnc(N=Nc3c(O)[nH]c4ccccc34)c2c1C
4.7 | CCOC(=O)c1ccc(NC(=O)CC2SC3=NCCN3C2=O)cc1 (configuration not stated)
1.6 | Oc1c(N=Nc2ccc(F)cc2)ccc2ccccc12
1.7 | CCn1nc(C(=O)OCC(=O)c2c[nH]c3ccccc23)c2ccccc2c1=O
3.5 | CC(C)Oc1ccc(CN2CCC2(C)C(=O)Nc2ccc(Cl)c(Cl)c2)cc1 (configuration not stated)
0.6 | Cc1ccc[n+](CC2OCc3ccccc3CO2)c1
4.9 | Cn1cnnc1SCc1ccccc1[N+](=O)[O-]
0.8 | Cc1ccccc1CS(=O)(=O)CCC(=O)N1CCN(c2ccc(N3CCOCC3)nn2)CC1
-2.6 | S=C(NNc1ccc2ccccc2c1)NC1CCCCC1
2.9 | Cc1cc(NC(=O)c2cc([N+](=O)[O-])cc([N+](=O)[O-])c2C)no1
5.3 | CC(C)Nc1nc(N(c2ccccc2)c2ccccc2)nc(-n2ccnc2)n1
0.1 | Cn1cc(S(=O)(=O)NCc2ccc3c(c2)OCO3)c(C(F)(F)F)n1
1.0 | Cc1ccc([C@@H]2[C@@H]3C(=O)N(c4ccccc4)C(=O)[C@@H]3[C@]3(C)C(=O)N(Cc4ccccn4)CC(=O)N23)o1
7.6 | S=C1NCN(Cc2ccco2)CN1CCc1ccccc1
-2.3 | Cc1nc2ccccc2c(N)c1C(=O)/C=C/c1ccccc1
4.6 | Cc1ccc2nc3c(nc2c1C)C(O)=C3O
1.8 | NC(=O)NC(=O)C[n+]1cccc(/C=N/O)c1
-2.2 | Oc1cccc(/C=N/Nc2ccc(Cl)nn2)c1
1.3 | Cc1cc(Nc2ccccc2)cc(=O)n1C
-5.8 | NC(=O)CC(NC(=O)c1ccccc1)c1ccc(N2CCC(Br)CC2)c([N+](=O)[O-])c1 (configuration not stated)
1.5 | O=C(O)/C=C/c1cccc(NS(=O)(=O)c2ccccc2)c1
3.5 | CC(C)n1c(NCc2ccc(Cl)cc2)nc2ccccc21
1.3 | CC(C)COc1ccc(C(=O)N2C(=O)c3ccc(N)cc3C2=O)cc1
-0.6 | CCCCCCn1cc(C(=O)OCC)c(=O)c2cc(F)c(F)cc21
1.9 | Cc1ccc(S(=O)(=O)N2CCc3ccccc3C2CC(=O)O)cc1 (configuration not stated)
-0.4 | N/C(=N\OC(=O)c1ccc(Cl)c(Cl)c1)c1cccc(CSc2ccccn2)c1
0.5 | COc1ccc([N+](=O)[O-])cc1C(=O)NC1CCN(Cc2ccccc2)CC1
1.1 | CC(C)NC(=O)N(C)C[C@H]1Oc2ccc(NS(=O)(=O)c3ccc(F)cc3)cc2C(=O)N([C@H](C)CO)C[C@@H]1C
-0.1 | CCN(CC)c1ccc(/C=N/N2CCN(Cc3ccccc3Cl)CC2)c(O)c1
1.0 | COCCn1c(NC(=S)NC(=O)C23CC4CC(CC(C4)C2)C3)cc(=O)[nH]c1=O
3.1 | Cc1nc2c(nnn2Cc2ccccc2Cl)c(=O)[nH]1
2.2 | COC(=O)c1ccc(N2CCCCC2)c(NS(=O)(=O)c2ccc(C)cc2)c1
11.6* | O=S(=O)(N/N=C/c1ccc(OC2CSC2)cc1)c1ccccc1
2.4 | Cc1nc(N2CCOCC2)c2c(C)c(C(=O)Nc3ccc(F)cc3F)sc2n1
1.0 | O=C(c1ccccc1-c1nc(-c2ccccc2)no1)N1CCOCC1
-1.0 | CC(C)(C(=O)c1ccccc1)/[N+]([O-])=C/c1ccccc1
-1.5 | O=C(N/N=C/c1c[nH]c2ccccc12)c1ccccc1O
0.4 | Cc1cccc(-c2n[nH]c(S(C)(=O)=O)c2C#N)c1
-1.6 | CNC(=O)c1ccsc1NC(=O)c1ccccc1
-4.5 | C=CCN(C(=O)C1CC(=O)N(C2CCCC2)C1)c1nc(-c2ccc(S(C)(=O)=O)cc2)cs1 (configuration not stated)
0.2 | CC(C)c1ccc(OCC(=O)NNC(=S)NC(=O)C2CC2)cc1
0.7 | Cc1ccc(C)c(NC(=O)c2c(Cl)nc3ccccn23)c1
1.1 | Cc1ccc(C)c(NC(=S)NNC(=S)Nc2ccc(C(C)C)cc2)c1
-4.3 | CC(=NNc1nc2ccccc2o1)c1cc2ccccc2cn1
0.6 | CC(C(=O)c1ccccc1)n1cnc2ccccc2c1=O (configuration not stated)
1.1 | CNC(=O)c1oc(-c2ccc(Cl)cc2)nc1C
-0.6 | C[C@@H]1OC(C2CCCCC2)N(C)[C@H]2C[C@H]3c4[nH]c5ccccc5c4CCN3C[C@@H]12 (some centres not stated)
-1.9 | Cc1nn(C(=O)CNC(=O)c2ccccc2)c(C)c1C
-1.4 | CCN1C[C@@H]2[C@@H]3C(=O)N(Cc4ccccc4)C(=O)[C@@H]3[C@](Cc3ccccc3)(C(=O)OC)N2C1=NC1CCCCC1

Continuation.
TTR transcr act | molecule
-1.4 | Cc1cccc(C(=O)NC2CCN(C(=O)Nc3ccc(F)cc3)CC2)c1
1.4 | COc1ccccc1/C=C1\SC(=S)N(N2C(=O)CCCC2=O)C1=O
0.7 | Cc1nccn1CCC(=O)NC1CC(C)(C)Cc2c1cnn2-c1ccccc1 (configuration not stated)
-2.8 | CCCOc1ccc(-c2cnc(SCC(N)=O)nc2N)cc1
0.9 | COc1ccc(CNC(=O)[C@H](C)NC(=O)C2CC(=O)N(c3ccc(OC)cc3)C2)cc1 (some centres not stated)
2.1 | CCc1ccc(-c2nn(Cc3ccccc3)cc2/C=C/C(=O)O)cc1
-0.2 | Cc1nn(Cc2ccc(C(=O)O)o2)c(C)c1[N+](=O)[O-]
0.7 | COc1ccc(Cc2c(-c3cccc(Cl)c3)nc3cc(C)c(Br)c(C)n23)c(C)c1
-2.1 | CCOC(=O)[C@]12CCCCC/C=C\1N(CCc1ccc(Cl)cc1)C(=O)[C@H]2CC(=O)NCCC(C)C
-1.8 | O=C(NCC1CCCN(Cc2ccccc2F)C1)c1cccc(C(F)(F)F)c1 (configuration not stated)
-3.2 | CCN(CC)CCCOC(=O)C1(c2ccccc2)CCCC1
-6.1 | Cc1ccc(-c2cc3cccc[n+]3cc2-c2ccc(C)cc2)cc1
-1.4 | O=C(c1cc(F)ccc1F)C1CCCN(C(=O)c2ccco2)C1 (configuration not stated)
4.5 | Cc1ccc(NC(=O)CCS(=O)(=O)c2ccc(Br)cc2)nc1
-1.7 | COC(=O)CC/C(C)=N\Nc1ccc([N+](=O)[O-])cc1[N+](=O)[O-]
0.3 | O=c1nc2n(CCO)c3ccccc3cc-2c(=O)[nH]1
0.2 | Cc1ccccc1C(O)c1ccccn1 (configuration not stated)
-2.4 | O=S1(=O)CCO[C@H]2Cc3ccccc3[C@H]2N1Cc1ccc(Cl)cc1
0.6 | Cc1ccc(C(=O)NNc2cc(=O)n(C)c(=O)n2C)cc1C
4.7 | O=C(O)CCC(=O)Nc1sc2c(c1C(=O)Nc1ccccc1)CCCCC2
-0.3 | Cc1ccc(-c2c(NC(=O)Nc3ccccc3)nc3ncccn23)cc1
-3.0 | C[C@@H](NC(=O)c1nc[nH]c1C(=O)NCC(=O)OCc1ccccc1)c1ccccc1
-0.4 | CC(=O)c1ccc(Nc2nc(C(N)C3CCCCC3)cs2)cc1 (configuration not stated)
-2.8 | O=C1CCC/C(=N/NC(=O)c2ccc(NS(=O)(=O)c3cccs3)cc2)C1
-1.4 | COc1ccc(C2=NN(CN3C(=O)C(=O)c4ccccc43)C(c3ccc(C)cc3)C2)cc1 (configuration not stated)
0.1 | O=C1[C@@H]2[C@H](C(=O)N1C[C@@H](COCc1ccccc1)Oc1cccc3c1S(=O)(=O)N(CCc1ccc(F)cc1)C[C@H](COCc1ccccc1)O3)[C@@H]1C=C[C@H]2C1
-1.4 | CCCCCCN=CC1=C(O)CC(C)(C)CC1=O
-0.7 | CCOc1ccc(-c2nc(C)c(C(C)=O)n2O)cc1
6.4 | O=C(CCC(=O)NNc1nc2ccccc2c2nc(-c3ccccc3)nn12)NCCCN1CCOCC1
-2.7 | CC(C)NC(C(=O)Nc1cc(Cl)cc(Cl)c1)c1ccccc1 (configuration not stated)

Nothing new here: three of the compounds above.
TTR transcr act | molecule
2.9 | COc1cc2c3nnc(-c4ccc(F)cc4)c-3cn(Cc3ccc(C)cc3)c2cc1OC
3.0 | CC(C)(C)N(Cc1ccccc1)C(=O)c1ccc(Cl)cc1[N+](=O)[O-]
-0.1 | CN/S(=N/S(=O)(=O)c1ccccc1)c1ccc(C)cc1 (configuration not stated)

Entries above that bear a hit mark in TTR transcr act.
TTR transcr act | molecule
11.6* | O=S(=O)(N/N=C/c1ccc(OC2CSC2)cc1)c1ccccc1

Copied from the list.
In TTR transcr act, O=c1nc2n(CCO)c3ccccc3cc-2c(=O)[nH]1 has the entry 0.3
In TTR transcr act, C[C@@H](NC(=O)c1nc[nH]c1C(=O)NCC(=O)OCc1ccccc1)c1ccccc1 has the entry -3.0
In TTR transcr act, COc1ccc(CNC(=O)[C@H](C)NC(=O)C2CC(=O)N(c3ccc(OC)cc3)C2)cc1 (some centres not stated) has the entry 0.9
In TTR transcr act, COC(=O)CC/C(C)=N\Nc1ccc([N+](=O)[O-])cc1[N+](=O)[O-] has the entry -1.7
In TTR transcr act, O=C(c1cc(F)ccc1F)C1CCCN(C(=O)c2ccco2)C1 (configuration not stated) has the entry -1.4
In TTR transcr act, Cc1ccc(-c2c(NC(=O)Nc3ccccc3)nc3ncccn23)cc1 has the entry -0.3
In TTR transcr act, CCOC(=O)[C@]12CCCCC/C=C\1N(CCc1ccc(Cl)cc1)C(=O)[C@H]2CC(=O)NCCC(C)C has the entry -2.1

The list continues.
TTR transcr act | molecule
-0.2 | Cc1nc2cc(NC(=O)N3CCCC3)ccc2n1C
-1.6 | O=C(OCc1ccc(Cl)c(Cl)c1)c1cccnc1Cl
8.2 | O=C(NCc1ccccn1)[C@@H]1CCCN1C(=O)[C@@H]1CCCN1C(=O)c1ccc(Cl)cc1
0.3 | O=C(CSc1cn(CC(=O)N2CCCCCC2)c2ccccc12)NCC1CCCO1 (configuration not stated)
5.5 | COc1ccc2c(c1OC)C(=O)N1N=C(c3ccc(F)cc3)CC21 (configuration not stated)
